Screening data deposited in PubChem BioAssay by National Center for Advancing Translational Sciences (NCATS).
HCMV inh: inhibitors of human cytomegalovirus; activity change, negative = inhibition, % at 57.5 µM; HFF cells, HCMV-luciferase reporter, 72 h; hits give low values; hit rate 4.5% among 410,000; AID 1259415; in the data active = activity change below about -60%; inconclusive = no clear call, values can overlap the other calls; inactive = above about -39%
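Human foreskin fibroblasts infected with luciferase-reporter HCMV at MOI 1 PFU/cell, compounds at two doses. Luciferase measured 72 h post infection; normalized to buffer-only basal and Salinomycin (10uM) controls.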
AmpC inh no detg: AmpC beta-lactamase inhibition without detergent | P00811 | AmpC nitrocefin hydrolysis, absorbance 480 nm, 0.0001% Triton | Potency, µM (series often up to 57.1 µM), inactives show at the top dose activity change, negative = inhibition, actives largely listed as inhibitors | hit rate 0.52% among 330,000 | AID 485341;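 note: potency is the fitted concentration of half-maximal effect; plate controls were no compound for no effect and no enzyme for full effect; nearly all actives have a fitted effect of over 20% in size; some results filed as inactive show a strong effect at the top dose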
Target sequence (P00811 whole entry, looked up): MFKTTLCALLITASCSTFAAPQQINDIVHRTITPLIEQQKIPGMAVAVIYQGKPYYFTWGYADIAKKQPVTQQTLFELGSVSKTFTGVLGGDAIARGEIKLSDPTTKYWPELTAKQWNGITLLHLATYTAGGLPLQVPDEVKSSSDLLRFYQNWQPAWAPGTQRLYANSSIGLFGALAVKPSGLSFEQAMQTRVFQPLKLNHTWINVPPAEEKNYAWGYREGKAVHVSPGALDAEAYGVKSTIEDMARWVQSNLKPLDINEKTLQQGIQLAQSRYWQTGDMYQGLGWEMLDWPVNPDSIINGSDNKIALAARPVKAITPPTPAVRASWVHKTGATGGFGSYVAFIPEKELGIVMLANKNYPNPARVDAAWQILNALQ
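AmpC (5.3 nM in the dispensed reagent) in 20 mM phosphate pH 7.0 with 0.01% (detergent screen) or 0.0001% Triton X-100 was preincubated with compounds for 15 min at room temperature. Nitrocefin was then added from an 800 uM solution, and hydrolysis was followed at 480 nm.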
AMA1-RON2 inh: AMA1-RON2 (P. falciparum) interaction inhibition; hit rate 0.2% among 360,000; Potency, µM (titrated, usually from 58.2 µM), for inactives: at the highest dose activity change, negative = inhibition, most hits filed as inhibitors; AID 720542; AlphaScreen AMA1-biotinylated RON2 peptide binding;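 note: potency is the fitted concentration of half-maximal effect; 0% = vehicle wells and -100% = peptide control; nearly all actives have a fitted effect of over 45% in size; some results filed as inactive show a strong effect at the top dose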
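AMA1 (3D7) with his tag at 25 nM final met compounds first, then biotinylated RON2 peptide at 25 nM; detection used donor plus acceptor beads, 10 µg/mL apiece, read by AlphaScreen after 30 min at room temperature.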
LmPK inhibitor: blocks Leishmania mexicana pyruvate kinase activity | purified LmPK, Kinase-Glo ATP luminescence, 1 h | AID 1721 | Potency, µM (series often up to 57.5 µM), for the others: at the highest dose activity change, negative = inhibition, most hits filed as inhibitors | hit rate 0.37% among 290,000 | Q27686; note: potency is the fitted concentration of half-maximal effect
Target sequence (Q27686 whole entry, looked up): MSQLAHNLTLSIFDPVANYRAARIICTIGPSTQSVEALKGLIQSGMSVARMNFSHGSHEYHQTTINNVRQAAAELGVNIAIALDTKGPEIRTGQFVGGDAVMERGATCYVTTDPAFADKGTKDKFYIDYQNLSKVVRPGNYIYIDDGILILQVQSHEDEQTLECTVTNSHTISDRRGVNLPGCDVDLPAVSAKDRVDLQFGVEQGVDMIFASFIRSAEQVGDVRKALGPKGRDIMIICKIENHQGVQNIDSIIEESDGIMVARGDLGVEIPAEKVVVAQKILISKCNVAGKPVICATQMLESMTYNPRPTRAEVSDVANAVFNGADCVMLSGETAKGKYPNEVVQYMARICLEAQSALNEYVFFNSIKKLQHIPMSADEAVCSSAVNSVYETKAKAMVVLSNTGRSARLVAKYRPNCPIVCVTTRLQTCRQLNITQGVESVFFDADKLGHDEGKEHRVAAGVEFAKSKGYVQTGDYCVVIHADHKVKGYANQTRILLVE
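Kinase-Glo luminescence read after 1 h RT reaction of 0.1 nM LmPK with 0.5 mM PEP and 0.1 mM ADP. Activity scaled between uninhibited and enzyme-free controls.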
AmpC inh detg: inhibitors of E. coli AmpC beta-lactamase with detergent | Potency, µM (series often up to 114 µM), for inactives: top-dose activity change, negative = inhibition, most hits filed as inhibitors | AmpC hydrolysis of nitrocefin, absorbance 480 nm, 0.01% Triton | P00811 | hit rate 0.041% among 370,000;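 note: potency is the fitted concentration of half-maximal effect; 0% = no-compound wells and -100% = no-enzyme wells; nearly all actives have a fitted effect of over 25% in size; some results filed as inactive show a strong effect at the top dose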
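AmpC (5.3 nM in the dispensed reagent) in 20 mM phosphate pH 7.0 with 0.01% (detergent screen) or 0.0001% Triton X-100 was preincubated with compounds for 15 min at room temperature. Nitrocefin was then added from an 800 uM solution, and hydrolysis was followed at 480 nm.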
Tb PYK inh: blocks Trypanosoma brucei pyruvate kinase; Q57TT1; TbPYK enzyme, Kinase-Glo Plus ATP luminescence, 45 min; Potency, µM (top dose mostly 76.8 µM), without a hit: at the highest dose activity, negative = inhibition, actives largely listed as inhibitors; hit rate 0.12% among 410,000; AID 624173; note: potency is the fitted concentration of half-maximal effect; nearly all actives have a fitted effect of over 50% in size
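Quantitative HTS: titrated library compounds versus trypanosomal pyruvate kinase in TEA buffer (pH 7.2) containing KCl, MgCl2, BSA and Tween-20. Reactions were initiated with ADP, 130 uM final. Kinase-Glo Plus luminescence was read after 45 min at RT.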
Sm TGR inh: blocks Schistosoma mansoni thioredoxin glutathione reductase | AID 485364 | purified TGR, DTNB reduction, TNB absorbance 405 nm | Potency, µM (top dose mostly 114 µM), inactives show at the top dose activity change, negative = inhibition, hits mostly inhibitors | hit rate 3% among 360,000 | Q962Y6; note: potency is the fitted concentration of half-maximal effect; nearly all actives have a fitted effect of over 60% in size
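TGR 20 nM + NADPH 100 uM (dispensed conc.), cpd preinc 15 min RT; start with NADPH (500 uM addition) then DTNB (15 mM addition). Kinetic TNB absorbance, 405 nm filter. Four-parameter Hill fit across titration.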
Active calls of the source: *; ? = inconclusive; . = not tested or not shown; & = joins results of further samples; [ ] = another dose, or the depositor's remark. Unless noted, calls come from the whole dose curve; as a rule, active = well fitted curve in the direction sought with a large enough effect; inconclusive = small, poorly fitted or top-dose-only effect, or another doubt; inactive = no such curve, though single readings can be large; an effect the other way counts as inactive or inconclusive. Unless noted, % is set by controls: 0 for no effect and ±100 for the full control effect.

SMILES | HCMV inh | AmpC inh no detg | AMA1-RON2 inh | LmPK inhibitor | AmpC inh detg | Tb PYK inh | Sm TGR inh
COC(=O)c1c(NC(=O)CCNCc2ccco2)sc2c1CCC2 | -21 | 28% | -29% | -2% | 8% | 25% | -28%
CNc1c([N+](=O)[O-])cnn1-c1ccc(F)cc1 | -5 | 1% | 16% | 2% | 0% | -6% | .
Cc1cc(C)c(OCC(=O)Nc2ccc(N3CCOCC3)cc2)c(Br)c1 | 0 | -6% | . | -11% | 3% | . | -3%
COc1ccc(S(=O)(=O)N2CCN(c3nc4ccccc4nc3-n3nc(C)cc3C)CC2)cc1 | . | -26% | . | -8% | 0% | . | 0%
O=C(Cn1nc(-c2ccc3c(c2)OCCO3)ccc1=O)Nc1ccc(N2CCOCC2)cc1 | . | -8% | . | 2% | -8% | . | ?
CCC(C(=O)Nc1c2c(nn1C(C)(C)C)CS(=O)(=O)C2)c1ccccc1 (stereo unspecified) | 9 | -4% | 8% | -13% | 2% | -6% | ?
C=CCN1C(=O)[C@]2(c3ccccc31)C1CCCC=C1C(C#N)=C(N)C2(C#N)C#N (stereo partly specified) | -28 | -14% | -9% | 5% | -4% | -6% | -27%
CCC(=O)N1CCc2cc(S(=O)(=O)CCC(=O)Nc3cccc(C)n3)ccc21 | -20 | -21% | 13% | -1% | 5% | 4% | -22%
N=C(N)SCc1nc2ccccc2c(=O)n1-c1ccccc1 | -5&13 | -22%&-24% | 6%&10% | -15%&-3% | -10%&-13% | -10%&-26% | -7%&-7%
Cc1nnc(SCC(=O)NNC(=O)c2ccc(Br)cc2)n1C | -16 | -5% | 13% | 12% | -5% | 1% | 1%
CCCCC(C(=O)O)C(C)CC(=O)Nc1nncs1 (stereo unspecified) | -14 | -4% | 5% | -2% | 1% | 2% | -4%
S=C(NCCc1ccccc1)NCc1cccs1 | -23 | -34% | 12% | 2% | 1% | 1% | -8%

One compound at a time, as listed above. Screens in order: HCMV inh, AmpC inh no detg, AMA1-RON2 inh, LmPK inhibitor, AmpC inh detg, Tb PYK inh, Sm TGR inh
`C=CCN1C(=O)[C@]2(c3ccccc31)C1CCCC=C1C(C#N)=C(N)C2(C#N)C#N` (stereo partly specified) as listed: -28, -14%, -9%, 5%, -4%, -6%, -27%
`CCC(C(=O)Nc1c2c(nn1C(C)(C)C)CS(=O)(=O)C2)c1ccccc1` (stereo unspecified) as listed: 9, -4%, 8%, -13%, 2%, -6%, ?
`O=C(Cn1nc(-c2ccc3c(c2)OCCO3)ccc1=O)Nc1ccc(N2CCOCC2)cc1` as listed: ., -8%, ., 2%, -8%, ., ?
`COc1ccc(S(=O)(=O)N2CCN(c3nc4ccccc4nc3-n3nc(C)cc3C)CC2)cc1` as listed: ., -26%, ., -8%, 0%, ., 0%
`CCCCC(C(=O)O)C(C)CC(=O)Nc1nncs1` (stereo unspecified) as listed: -14, -4%, 5%, -2%, 1%, 2%, -4%

(continued)
SMILES | HCMV inh | AmpC inh no detg | AMA1-RON2 inh | LmPK inhibitor | AmpC inh detg | Tb PYK inh | Sm TGR inh
O=C(Nc1nc(-c2ccc(Cl)cc2)cs1)NC1CCCCC1 | ? | -33% | 10% | 9% | -3% | -8% | -10%
CC(C)=CC(=O)Nc1ccccc1Br | -18 | -8% | 3% | -7% | 0% | -6% | 10%
Cn1c(CCN2CCCCC2)nc2cc(NS(=O)(=O)c3ccc(F)cc3)ccc21 | -10 | 2% | -4% | 1% | -11% | -2% | -6%
COc1ccccc1NS(=O)(=O)c1cc(NC(=O)COc2ccccc2F)ccc1N1CCOCC1 | 8 | -18% | -20% | . | . | -18% | .
COc1ccc2c(c1)c1c(n2C(C)=O)C(OC(C)=O)=NCC1 | ? | -3% | 11% | -1% | 0% | -13% | 8%
C=C(C)Cn1c(SCC(=O)N/N=C/c2cccc(O)c2)nc2ccccc2c1=O | -20 | -46% | -7% | 0% | -8% | 3% | 2%
Cc1nnc(SCC(=O)Nc2ncc3c(n2)CCCC3=O)s1 | 38 | -17% | 0% | -3% | ? | -1% | 0%
O=C1CC(C(=O)O)C(c2ccccc2)c2ccccc21 (stereo unspecified) | 26 | . | -1% | . | . | -2% | .
Nc1ccc(C(=O)Oc2ccc([N+](=O)[O-])cc2)cc1 | 11 | -19% | 1% | 4% | -3% | 0% | 0%
CC(=O)c1cccc(NC(=O)c2csc3c2CCCCC3)c1 | -22 | -35% | -22% | 6% | 3% | 0% | 1%
COc1ccccc1/C=C/C(=O)NCC(=O)n1nc(C)cc1C | 2 | -11% | -2% | -3% | -5% | 2% | -6%
CCOC(=O)CSc1nc2c(sc3ccccc32)c(=O)n1CCCN1CCOCC1 | 0 | 198%[activator] | -1% | 3% | 0% | 1% | -18%
Cc1nc(N2CCN(C(=O)COc3ccccc3)CC2)c2c(C)c(C)sc2n1 | -23 | 0% | -1% | -2% | -2% | -1% | -3%
O=C1c2ccccc2CCC12N=NCC2c1ccc(Cl)cc1 (stereo unspecified) | 8 | -31% | -10% | 1% | -1% | -7% | 7%
COc1ccccc1N1CCN(C(=O)c2cc3c(s2)-c2ccccc2OC3)CC1 | -3&3 | 56% | -6% | 7% | ? | -1%&2% | 6%&-3%
CC(C)N(Cc1nnc(-c2ccccc2Br)o1)C(=O)c1cc(Cl)nc2ccccc12 | 27 | 18% | 0% | . | ? | 3% | -1%
CCOC(=O)c1cc(-c2ccccc2)sc1NC(=O)c1ccc(OC)c(OC)c1 | 27 | -18% | -10% | 0% | -12% | ? | -13%
O=C(NCC(c1cccs1)N1CCOCC1)c1cccc([N+](=O)[O-])c1 (stereo unspecified) | -10 | -10% | 6% | 0% | -1% | 2% | 4%
CCOC(=O)c1c(NC(=O)c2ccc(N3CCOCC3)c([N+](=O)[O-])c2)sc(C)c1C | . | -8% | . | 2% | -1% | . | 8%
Cc1cc(OC(=O)c2cccs2)ccc1C(C)C | -39 | -28% | 25% | -4% | -12% | 1% | 2%
CCOc1ccc(S(=O)(=O)NCC2CCCO2)c2cccnc12 (stereo unspecified) | 11 | -11% | 2% | 1% | 0% | -12% | -18%
N#CCC(=O)N/N=C/c1cc(-c2ccccc2)n(-c2ccc(Cl)cc2)c1-c1ccccc1 | ? | -17% | 15% | 4% | -11% | -4% | 1%
NCc1oc(-c2ccccc2)cc1C(=O)O | -35 | -23% | 3% | 4% | 4% | 7% | 45µM*
CCCCOC(=O)c1[nH]c(C)c(C(=O)OC)c1C | 70 | 9% | -6% | 6% | ? | 1% | -1%
CCOC(=O)N1CCN(C(=O)CS(=O)Cc2nc(-c3ccc(OC)c(OC)c3)oc2C)CC1 (stereo unspecified) | -17 | 49% | 12% | -2% | 3% | 0% | 45µM*
C[C@H](CO)N1C[C@H](C)[C@@H](CN(C)S(=O)(=O)c2ccc(Cl)cc2)Oc2ccc(NS(=O)(=O)c3ccccc3)cc2CC1=O | 5 | 277%[activator] | 44%[activator] | . | . | 4% | .
O=C(Oc1ccc(F)c(F)c1)c1ccc2c(=O)n3c(nc2c1)CCC3 | -8 | 1% | 5% | . | -9% | -4% | 0%
CCOC(=O)C1=C(C)NC(=O)NC1c1ccc(OCC(=O)Nc2ccccc2)c(OC)c1 (stereo unspecified) | 4 | 0% | 6% | 1% | ? | 0% | -2%
Cc1cccc(NC(=O)COC(=O)CCc2ccccc2)c1C | 26 | -16% | 10% | -1% | ? | -25% | -2%
O=C(Nc1ccc(F)c([N+](=O)[O-])c1)C1CCCO1 (stereo unspecified) | 28 | . | 5% | . | . | -1% | .
CCc1ccccc1NC(=O)CCn1cccn1 | 33 | . | . | . | 10% | 8% | 9%
CCCCCCn1c(=O)c(C(=O)Nc2ccncc2)c(O)c2ccccc21 | . | -11% | . | 4% | 0% | . | -5%
COc1ccc(S(=O)(=O)N2CCCCCC2)cc1C(=O)Nc1ccccn1 | 14 | 2% | -2% | 0% | 9% | 2% | -2%
Cc1ccc(N(CC(=O)NC2CCCCC2)S(=O)(=O)c2c(C)noc2C)cc1 | ? | 1% | 5% | 3% | 1% | 5% | -3%
CCOC(=O)C1=C[C@@H](C(C)C)N(S(=O)(=O)c2ccc([N+](=O)[O-])cc2)[C@H]1c1ccccc1 | ? | . | -12% | . | . | 4% | .
CC(C)(C)OC(=O)NCCCCCNC(=O)c1[nH]cnc1C(=O)Nc1nccs1 | -7 | -23% | 55%[activator] | . | 2% | -12% | 0%
COc1ccc(CCNC(=O)CSc2cn(CCNC(=O)c3cccc(C(F)(F)F)c3)c3ccccc23)cc1OC | ? | . | . | . | 0% | -3% | 2%
COc1ccccc1C(=O)NC(C)c1ccccc1 (stereo unspecified) | 27 | -12% | 5% | 10% | -12% | 1% | 0%
CCOC(CCn1c(SCc2ccc([N+](=O)[O-])cc2)nc2ccccc2c1=O)OCC | -18 | -11% | -18% | 2% | ? | -3% | -19%
CCN(CC(=O)Nc1ccc(NC(C)=O)cc1)C(=O)CC1OC(=O)c2ccccc21 (stereo unspecified) | -7 | -6% | 0% | . | -6% | -9% | -1%
O=C(O)c1c[nH]ccc1=O | 8 | -3% | 1% | -1% | ? | 5% | -22%
Cc1cc(NC(=O)CSc2nnc3c(C)cc4cc(C)c(C)cc4n23)no1 | -30 | -4% | 4% | 3% | -12% | -1% | 4%
COc1cccc(N2CCN(CC(=O)Nc3ccc(SC(F)F)cc3)CC2)c1 | -12 | 52% | -13% | 1% | -1% | 5% | -5%
Clc1cccc(N/N=C/c2ccc(N3CCOCC3)s2)c1 | -83* | -22% | ? | 1% | -14% | -9% | -29%
